Bioassay records from PubChem.
LANA DNA inh – inhibitors of KSHV C-LANA binding to DNA, primary screen, biochemical, fluorescence polarization, FAM-LBS DNA, MBP-C-LANA, single point; inhibition, % at 9 µM; actives 0.078% (n = 340,000); Kaposi's sarcoma herpesvirus LANA C-terminal domain (residues 932-1162) DNA binding;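 active means highest replicate inhibition at or above 60% at 9 µM, even if other replicates fall short; inactive means all replicates below 60% inhibition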;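 further: 0% = neutral control wells and 100% = 4 µM acridine orange control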
DAGLB inh – DAGLB lipase inhibitors, primary screen, biochemical, fluorescence, HTS; inhibition, % at 5.17 µM; actives 0.059% (n = 340,000); HEK293T DAGLB membrane lysate, EnzChek fluorogenic substrate; Diacylglycerol lipase-beta (Homo sapiens), Q8NCG7; in the data active means inhibition above about 34%;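 further: 0% = enzyme with vehicle and 100% = wells lacking enzyme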
Target sequence (Q8NCG7 whole entry, looked up): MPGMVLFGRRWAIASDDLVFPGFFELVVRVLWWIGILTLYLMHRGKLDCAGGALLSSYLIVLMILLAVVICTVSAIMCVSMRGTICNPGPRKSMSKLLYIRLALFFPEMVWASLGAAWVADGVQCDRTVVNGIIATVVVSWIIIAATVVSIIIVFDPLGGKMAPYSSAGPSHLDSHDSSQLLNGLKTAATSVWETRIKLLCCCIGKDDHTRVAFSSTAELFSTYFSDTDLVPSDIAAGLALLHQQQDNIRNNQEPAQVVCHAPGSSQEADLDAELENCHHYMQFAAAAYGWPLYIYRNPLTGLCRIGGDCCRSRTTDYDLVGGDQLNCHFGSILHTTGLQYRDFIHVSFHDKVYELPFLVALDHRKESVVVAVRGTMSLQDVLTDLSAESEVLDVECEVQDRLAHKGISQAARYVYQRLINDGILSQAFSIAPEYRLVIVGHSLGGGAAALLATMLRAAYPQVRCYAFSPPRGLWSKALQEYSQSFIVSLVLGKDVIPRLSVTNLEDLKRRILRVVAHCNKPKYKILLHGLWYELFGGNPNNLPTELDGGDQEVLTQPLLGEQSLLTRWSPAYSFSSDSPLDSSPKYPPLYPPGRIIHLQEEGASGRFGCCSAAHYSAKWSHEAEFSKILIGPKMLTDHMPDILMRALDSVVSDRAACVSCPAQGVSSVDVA
NSD2 inh – NSD2 histone methyltransferase inhibitors, primary screen, biochemical, AlphaScreen, single concentration, set 2. NSD2 peptide methylation, 120 min. inhibition, % at 12.5 µM. actives 0.54% (n = 310,000). AID 743445, 2014; in the data active means inhibition above about 50%
PvdQ inh – P. aeruginosa PvdQ acylase inhibitors, primary screen, biochemical, fluorescence, plate reader and imaging, single point; purified PvdQ acylase; AID 488965, 2010; actives 0.063% (n = 340,000); inhibition, % at 10 µM; in the data active means inhibition above about 30%, passing the limit was not always enough; inconclusive means no clear call, values can overlap the other calls;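 further: 0% = vehicle neutral wells and 100% = reference inhibitor wells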
Keap1-Nrf2 PPI – Keap1-Nrf2 protein-protein interaction inhibitors, primary screen, biochemical, fluorescence polarization, single point. Kelch-like ECH-associated protein 1 (Homo sapiens), Q14145. actives 0.15% (n = 340,000). inhibition, % at 9.4 µM. Keap1 Kelch-Nrf2 peptide fluorescence polarization, 1536-well; in the data active means inhibition above about 12%; inconclusive means no clear call, values can overlap the other calls; inactive means below about 7.3%;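 further: human Keap1 Kelch domain with fluorescein labeled Nrf2 9mer peptide probe; 0% = neutral control wells and 100% = peptide positive control; higher means more block of Keap1 binding to Nrf2 peptide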
Cardiac RTF inh – cardiac RTF calcium sensitivity inhibitors, primary screen, biochemical, IANBD-TnC fluorescence, EC70 calcium | Troponin I, cardiac muscle (Homo sapiens) + Troponin T, cardiac muscle (Homo sapiens) + … | IANBD-labeled cardiac RTF, Ca2+ fluorescence | actives 0.12% (n = 340,000) | inhibition, % at 7.15 µM;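 active means inhibition above the mean inhibition of all tested compounds plus 3 SD, cut at about 17% in these data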;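 further: assay run at fixed EC70 calcium of 1.6 mM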
SR-BI HDL uptake – inhibitors of SR-BI mediated HDL lipid uptake, primary screen, ldlA[mSR-BI] cells, fluorescence, single point | inhibition, % at 12.5 µM | Scavenger receptor class B member 1 (Mus musculus), Q61009 | ldlA[mSR-BI] CHO cells, DiI-HDL uptake fluorescence, 3 h | actives 0.96% (n = 320,000) | AID 488896, 2010;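 active means mean replicate inhibition of at least 70% and a set share of replicates each scoring 70 or more; inconclusive means meets just one of the two criteria; inactive means fails both criteria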;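 further: 0% = median of neutral control wells and 100% = median of positive control wells; values of inactives mirror those of a sister screen read the other way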
SR-BI DiI-HDL act – activators of SR-BI mediated DiI-HDL uptake, primary screen, ldlA[mSR-BI] CHO cells, DiI fluorescence; 3 h; 100 = double the neutral-control signal; activation, % at 12.5 µM; actives 0.096% (n = 320,000);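 active means mean replicate activation of at least 60% and every replicate at or above 60%; inconclusive means mean or all-replicate condition met, but not both; inactive means mean below 60% and not all replicates reaching 60%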;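 further: 0% = median plate neutral-control signal and 100% = twice that signal; values of inactives mirror those of a sister screen read the other way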
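System: LDL receptor-deficient CHO ldlA cells overexpressing murine SR-BI | Timing: 3 h uptake period with compound, 37 °C | Medium: HEPES-buffered (25 mM, pH 7.4) F12 plus 0.5% BSA | Dosing: Single-point compound dose | Signal: Bottom-read fluorescence, 550/595 nm | Read-out: Retained DiI signal reflecting DiI-HDL uptake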
PKA-R2B act – activators of PKA-R2B holoenzyme, primary screen, biochemical, fluorescence polarization, Cy5-IP20, human; AID 504700, 2011; PKA-R2B holoenzyme dissociation; R2B truncated from residue 108, S112A mutant; 0% DMSO only, 100% 113 µM cGMP; cAMP-dependent protein kinase catalytic subunit beta (Homo sapiens) + cAMP-dependent …; actives 0.079% (n = 340,000); activation, % at 11.4 µM;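 active means activation above a cutoff set at the mean over all compounds plus 3 SD, cut at about 18% in these data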;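 further: higher means more holoenzyme dissociation and a rise in polarization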
Target sequence (P31323 whole entry, looked up, other chains not shown, the tested form may be a part): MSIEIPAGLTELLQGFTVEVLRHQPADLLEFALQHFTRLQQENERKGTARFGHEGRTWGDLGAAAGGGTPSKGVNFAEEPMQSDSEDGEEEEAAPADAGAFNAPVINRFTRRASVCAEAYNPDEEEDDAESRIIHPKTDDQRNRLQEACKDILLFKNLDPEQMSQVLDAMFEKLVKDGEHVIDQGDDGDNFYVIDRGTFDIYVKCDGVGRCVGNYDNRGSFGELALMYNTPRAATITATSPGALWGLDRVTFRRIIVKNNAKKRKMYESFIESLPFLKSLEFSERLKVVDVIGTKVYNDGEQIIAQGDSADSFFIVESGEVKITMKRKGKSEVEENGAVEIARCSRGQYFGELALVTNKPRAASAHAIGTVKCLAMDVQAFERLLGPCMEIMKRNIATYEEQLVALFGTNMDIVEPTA
Arr AP2 block – inhibitors of beta-arrestin/AP2 binding, primary screen, biochemical, GPCR trafficking, flow cytometry. inhibition, % at 10 µM. FITC-arrestin peptide / GST-AP2 beads; AP2 beta2 appendage carries R879A mutation. actives 0.31% (n = 340,000). AID 504490, 2011;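 active means inhibition above a set limit, near 3 SD of compounds lacking own fluorescence, cut at about 54% in these data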;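 further: plate controls were DMSO wells for no effect and 5 µM unlabelled arrestin peptide for full effect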
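Material – AP2 appendage R879A on GSH beads · Buffer or medium – PBS with 0.05% Tween 20 and 0.1% BSA · Probe or stimulus – fluorescein-tagged arrestin peptide at 50 nM final · Incubation – compound with beads 12 min RT, then probe 1 h RT · Detection – high-throughput flow cytometry of beads, ex 488, em 535 nm · Evaluation – percent response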
* hit, by the source's call; ? = inconclusive; · = not tested or not shown.

SMILES	LANA DNA inh	DAGLB inh	NSD2 inh	PvdQ inh	Keap1-Nrf2 PPI	Cardiac RTF inh	SR-BI HDL uptake	SR-BI DiI-HDL act	PKA-R2B act	Arr AP2 block
Cc1ccc2c(c1)N(CC(=O)N1CCCCC1c1cccnc1)C(=O)CO2 (centres undefined)	-0.7	-2	-5	-22	-3	-12	-38	38	-8	7
Nc1cc(=O)n(Cc2ccccc2)c(=O)n1-c1ccc(Cl)cc1	0.3	1	0	-7	-1	-4	14	-14	-1	-12
Cc1ccc(S(=O)(=O)N2CCN(c3ncnc4ccccc34)CC2)cc1	-0.2	-1	-1	-5	4	-9	-15	15	-5	-14
COc1ccc(CCNS(=O)(=O)c2ccc(-n3cnnn3)cc2)cc1OC	1.3	-1	-4	-5	-3	2	-2	2	-4	21
NS(=O)(=O)c1ccc2c(c1)C1C=CCC1C(C1CC=CCC1)N2 (centres undefined)	6.7	9	-5	-25	1	-29	-7	7	-17	33
NC(=O)Nc1ccc(C(=O)OCC(=O)c2c[nH]c3ccccc23)cc1	1.6	1	-5	-6	-5	-1	24	-24	14	-8
Cn1c(N/N=C/c2cccs2)nc2c1c(=O)n(Cc1ccccc1)c(=O)n2C	-0.9	-1	0	-3	-3	-3	·	·	2	-32
NC(=O)COC(=O)c1ccc2c(c1)S(=O)(=O)N=C1CCCCCN12	0.1	-1	-2	4	3	-10	-7	7	-11	33
O=C1c2ccccc2S(=O)(=O)N1Cc1nc2ccccc2s1	-0.5	-1	·	2	-1	-3	9	-9	0	-130
Cc1nnc(N2CCC(C(=O)N3CCCCC3)CC2)c2nn(-c3ccc(Cl)cc3)c(C)c12	-0.7	-2	1	8	-3	1	46	-46	-7	8
Cc1c(C(=O)N2CCc3ccccc32)oc2ccccc12	1.1	-9	-5	-9	-5	-4	32	-32	8	-2
CN(C)c1cccc(C(=O)NN2C(=O)NC3(CCCCC3)C2=O)c1	0.2	-7	-1	-16	-3	-8	-6	6	0	-5
Cc1cc2oc(C(=O)NCc3ccccc3)cc(=O)c2cc1C	-3.2	-2	3	13	-5	-5	-36	36	-6	6
CCCn1c(SCC(=O)c2cc(C)n(-c3ccc4c(c3)OCO4)c2C)n[nH]c1=O	-0.2	-1	10	-9	-6	-4	-1	1	-5	6
O=C(O)CN1C(=O)c2ccc(Oc3ccc([N+](=O)[O-])cc3)cc2C1=O	1.3	1	2	-5	2	-11	-5	5	3	17
O=C(Cn1c(=O)oc2cc(S(=O)(=O)N3CCc4ccccc43)ccc21)NC1CCCC1	-0.7	2	·	-10	-5	-8	4	-4	-3	12
Cc1ccc(C)c(OCC(=O)Nc2c(C)n(C)n(-c3ccccc3)c2=O)c1	-0.6	0	1	-14	-4	-7	-5	5	9	8
COC(=O)c1ccc(NC(=O)CC(=O)Nc2ccc(C(=O)OC)cc2)cc1	-0.2	-1	-4	-5	-3	-5	-16	16	4	2
CC(=O)Nc1cccc(C(=O)Nc2ccccc2N2CCOCC2)c1	2.6	2	-2	-14	-5	-7	11	-11	-7	10
COc1ccc(NC(=S)N2CCc3cc(OC)c(OC)cc3C2)cc1	0.4	-1	2	-2	1	-3	-143	?	3	7

Full records, quoted from the list. Screens in order: LANA DNA inh	DAGLB inh	NSD2 inh	PvdQ inh	Keap1-Nrf2 PPI	Cardiac RTF inh	SR-BI HDL uptake	SR-BI DiI-HDL act	PKA-R2B act	Arr AP2 block
Cc1cc2oc(C(=O)NCc3ccccc3)cc(=O)c2cc1C reads -3.2	-2	3	13	-5	-5	-36	36	-6	6
CCCn1c(SCC(=O)c2cc(C)n(-c3ccc4c(c3)OCO4)c2C)n[nH]c1=O reads -0.2	-1	10	-9	-6	-4	-1	1	-5	6

Carrying on.
SMILES	LANA DNA inh	DAGLB inh	NSD2 inh	PvdQ inh	Keap1-Nrf2 PPI	Cardiac RTF inh	SR-BI HDL uptake	SR-BI DiI-HDL act	PKA-R2B act	Arr AP2 block
CCOc1cc(/C=N/NC(=O)c2ccncc2)ccc1OC(=O)c1ccco1	-0.4	-2	-2	-7	-4	-1	-13	13	2	-3
Cc1ccc(-c2cn3nc(C)c(C)nc3n2)cc1	0.3	-1	-2	-16	-3	-13	0	0	0	5
CCOC(=O)c1c(NC(=O)C(C)NCc2ccco2)sc2c1CCC(C)C2 (centres undefined)	0.5	-15	-4	-6	0	-9	21	-21	1	3
c1ccc(-c2cc(NCCN3CCCCC3)c3ccccc3n2)cc1	-14	-1	7	-1	0	1	12	-12	-5	28
CCN1CCCC1CNC(=O)c1ccc(CS(=O)(=O)c2ccccc2C)o1 (centres undefined)	0.4	-2	4	-19	-2	5	15	-15	-2	-9
CC1CCCC(NC(=O)CCCn2c(=S)[nH]c3ccccc3c2=O)C1C (centres undefined)	9.0	1	0	7	-2	2	-4	4	-13	26
COc1cc2cnc(Cl)nc2cc1OC	-0.7	0	·	7	1	-2	25	-25	-7	31
CCN(CC)S(=O)(=O)c1cccc(NC(=O)COC(=O)C2=COCCO2)c1	3.9	-3	-1	-17	4	-9	2	-2	7	-4
CN(C(=O)CSc1nc(N)cc(N)n1)C1CCS(=O)(=O)C1 (centres undefined)	-1.5	2	-3	-14	-2	4	-30	·	-6	-2
O=C(c1ccc(CS(=O)c2ccccc2Cl)o1)N1CCN(c2ccccc2)CC1 (centres undefined)	0.3	0	2	15	5	-15	19	-19	-2	2
CC(C)C1Oc2ccccc2N(CC(=O)NCCCN2C(C)CCCC2C)C1=O (centres undefined)	-0.8	5	0	-6	0	-8	5	-5	1	31
O=[N+]([O-])c1nn(-c2ccccc2)n(O)c1=NCCc1ccccc1	0.3	4	2	-15	-1	-13	-17	17	-10	3
CC(C)NC(=S)Nc1ccc2nc3n(c(=O)c2c1)CCCCC3	3.2	4	2	-4	5	4	-13	13	-6	-6
Cc1ccc(S(=O)(=O)CCC(O)c2ccc(Cl)cc2)cc1 (centres undefined)	-2.7	-2	-1	0	-2	-11	18	-18	-8	2
CCC(=O)NC(c1ccc(N(C)C)cc1)c1c(O)ccc2ccccc12 (centres undefined)	-2.2	7	12	-9	1	-12	5	-5	-5	32
CN(Cc1ccccc1)C(=O)CN1C(=O)c2ccccc2S1(=O)=O	-2.2	-1	-1	6	2	-8	·	·	5	32
Cc1nc(N2CCC(C)CC2)c2c(C)c(C(=O)Nc3ccccc3C(F)(F)F)sc2n1	-0.3	-4	·	-10	-2	-16	54	-54	-12	-4
COCc1c(C(=O)NCc2ccccc2CN2CCCC2)oc2ccccc12	0.8	0	2	-20	-4	-2	-6	6	-13	1
CCC(=O)Nc1ccc(C(=O)NNC(=O)c2ccc(C)cc2)cc1	-1.5	0	-1	-5	0	-3	0	0	2	-6
Cc1c(Cl)cccc1Nc1nc(N)nc(CSC(=S)N2CCOCC2)n1	0.9	0	2	-13	-2	-20	23	-23	-1	4
O=C(COn1nnc2ccccc21)NCC1CCCCC1	-0.6	0	·	-6	0	-7	-36	36	0	8
CC(=O)NS(=O)(=O)c1ccc(NC(=O)CC23CC4CC(CC(Br)(C4)C2)C3)cc1	0.5	2	-7	-4	-6	-1	·	·	-11	7
Nc1[nH]n(-c2ccccc2)c(=O)c1N=Nc1ccc2c(c1)OCO2	1.5	24	11	-6	0	-1	·	·	-9	-11
Cc1cc(NC(=O)CN2CCN(C)CC2)no1	-1.1	0	3	-7	-4	-5	-30	30	-9	-2
C/C(=N\NC(=O)c1ccccc1)c1cc2cc([N+](=O)[O-])ccc2oc1=O	1.2	5	8	7	-6	-1	6	-6	-4	4
O=C(Nc1cc(Cl)ccc1Cl)c1noc2c1CCCC2	-1.1	-10	·	-18	-3	-2	3	-3	-1	0
O=C(NC(=S)Nc1ccc2oc(=O)ccc2c1)c1cccc(Cl)c1	-1.0	-2	-4	-16	0	-6	18	-18	-4	-10
CC(=O)N/C(=C/c1ccc(OS(=O)(=O)c2ccc(C)cc2)cc1)C(=O)NCCO	0.4	3	-4	-10	3	-10	-3	3	-13	2
O=C(c1cc(-c2ccncc2)nc2ccccc12)N1CCN(c2ccc(N3CCOCC3)nn2)CC1	-0.9	4	0	-7	0	-9	19	-19	-4	2
Cc1ccc(S(=O)(=O)CCc2ccncc2)cc1	0.3	-1	-1	-12	-5	0	19	·	-1	1
COc1ccc(N2CCN(C(=O)Cc3ccc(C)cc3)CC2)cc1	3.6	-2	4	15	-4	-2	10	-10	-1	-11
Cc1ccccc1-n1c(SCC(=O)c2c(N)n(C)c(=O)n(C)c2=O)nc2sc3c(c2c1=O)CCCC3	-0.4	-2	1	17	-3	0	19	-19	2	9
COc1ccc2[nH]c(CN3CCN(CC=C(C)C)C(CCO)C3)c(C)c2c1 (centres undefined)	0.5	-2	1	7	1	-5	19	-19	-4	29
Oc1ccc(Nc2nnc(-c3ccc(O)cc3)c3ccccc23)cc1	0.9	3	·	-2	0	-7	12	-12	-12	-46
CC1CCCN(CC(O)CN2CCN(CC(O)CN3CCCC(C)C3)C(C)C2)C1 (centres undefined)	-0.6	2	-2	-8	-8	-5	-17	17	-4	-2
S=c1[nH]ncn1/N=C/c1ccccc1	-0.4	1	0	-9	-2	-14	-13	13	-4	-6
Cc1ccc(OCCCC(=O)Nc2ccc(N3CCOCC3)cc2)cc1	-0.8	5	-1	-10	2	-16	2	-2	3	7
CC(C)(NC(=O)NC(CO)c1ccccc1)c1cccc(C(C)(C)NC(=O)NC(CO)c2ccccc2)c1 (centres undefined)	3.6	2	·	-11	3	-6	17	-17	3	8
CSC1=C(C#N)C(CC(C)C)C2=C(CCCC2=O)N1 (centres undefined)	0.0	-3	0	-10	2	-1	-26	26	3	-2
CC1CN(CC(O)COc2ccc(C(C)C)cc2)CC(C)O1 (centres undefined)	-0.2	2	·	-9	-4	-1	·	·	-3	7
